E-selectin induc – E-selectin induction on HUVECs. AID 686992. P16581. HUVEC E-selectin immunofluorescence imaging; normalized: neutral wells 0, TNF-alpha wells 100. activation, % at 7.58 µM. hit rate 0.37% among 260,000;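 active = mean E-selectin-positive cell signal at least 10% of the positive control, reached in at least 60% of replicates, without over 20% cell loss; inconclusive = no rule given, readout overlaps actives, possibly toxicity-flagged; inactive = the rest, including those meeting only one limit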;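 note: in these data hits start at about 27%; measured in HUVEC primary endothelial cells; signal is the percent of cells scored E-selectin positive by PE staining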
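Assay system: HUVEC primary endothelial cells. Input: 3,000 HUVEC seeded per well. Doses: one compound dose added by pin transfer. Read-out basis: % PE-positive cells. Benchmarks: TNF-alpha high, DMSO low. Detection: immunofluorescence imaging. Buffer or medium: EGM-2, gelatin.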
S100A4 inh HTS – inhibitors of human S100A4 binding to myosin IIA peptide | S100A4/TAMRA-MyoIIA peptide fluorescence polarization | inhibition, % at 10.7 µM | hit rate 0.14% among 360,000 | AID 652163;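 active = mean inhibition of at least 70% across replicates, with every replicate also reaching that level; inconclusive = mean inhibition reaches 70% but some replicates fall short; inactive = mean inhibition below 70%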
Target sequence (P26447 whole entry, looked up): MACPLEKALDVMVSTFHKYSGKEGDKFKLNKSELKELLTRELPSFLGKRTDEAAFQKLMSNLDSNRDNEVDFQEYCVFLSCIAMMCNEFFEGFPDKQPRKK
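Compound dosing: one dose per compound; test system: human S100A4 monomer with TAMRA-labelled myosin IIA peptide; probe or stimulus: TAMRA-labelled myosin IIA heavy-chain peptide probe, 5 nM; medium: HEPES buffer with Ca2+, pH 7.2; schedule: 5 min incubation before reading; benchmarks: neutral control DMSO, positive control TFP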
Statin myotox sup – suppressors of simvastatin-induced myotoxicity in C2C12 myotubes. AID 602340. ATP luminescence, 48 h; scaled: DMSO 0, geranylgeraniol control 100. hit rate 0.78% among 330,000. rescue of ATP level, % at 7.49 µM;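 active = mean ATP rescue above about 67%, or every replicate alone reaching that limit, limit read from the data, passing the limit was not always enough; inconclusive = no clear call, values can overlap the other calls; inactive = mean under the limit and some replicate under it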;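 note: myotubes were challenged with 10 µM simvastatin during compound exposure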
PglD inh – blocks C. jejuni PglD acetyltransferase activity | purified PglD enzyme, DTNB colorimetric CoA detection | inhibition, % at 12.5 µM | hit rate 0.098% among 360,000 | AID 602405; in the data active = inhibition above about 16%, passing the limit was not always enough; inconclusive = no clear call, values can overlap the other calls; note: strong numbers were not always called active
SIRT5 inh – sirtuin-5 (human) deacylase inhibition | Q9NXA8 | Purified SirT5, succinyl-peptide AMC, trypsin-coupled fluorescence | inhibition, % at 15 µM | hit rate 1.1% among 330,000; in the data active = inhibition above about 15%; inconclusive = no clear call, values can overlap the other calls
Target sequence (Q9NXA8 whole entry, looked up): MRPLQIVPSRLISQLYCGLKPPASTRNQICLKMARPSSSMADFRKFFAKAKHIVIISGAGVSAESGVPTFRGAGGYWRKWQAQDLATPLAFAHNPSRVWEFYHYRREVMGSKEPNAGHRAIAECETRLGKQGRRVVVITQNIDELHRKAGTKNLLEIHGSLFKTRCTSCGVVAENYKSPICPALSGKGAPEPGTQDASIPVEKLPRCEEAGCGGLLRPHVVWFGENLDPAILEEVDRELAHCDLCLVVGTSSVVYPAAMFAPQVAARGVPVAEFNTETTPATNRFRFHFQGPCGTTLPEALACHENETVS
DENV2 CPE rescue – protects cells from dengue virus 2 cytopathic effect; AID 651640; CPE inhibition, % at 9.99 µM; hit rate 1.7% among 350,000; DENV2-infected cells, cytopathic effect rescue, plate reader; in the data active = CPE inhibition above about 20%, passing the limit was not always enough; inconclusive = no clear call, values can overlap the other calls; tested in BHK-21 cells;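 note: 0% = median of neutral control wells and 100% = median of positive control wells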
ERp5 block – ERp5 (human) disulfide isomerase inhibition; Q15084; ERp5 insulin aggregation, absorbance 650 nm, 90 min; inhibition, % at 9.99 µM; hit rate 0.05% among 350,000;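 active = mean replicate inhibition above about 25%, with every replicate also reaching it, limit read from the data, passing the limit was not always enough; inconclusive = only one of those two criteria met; inactive = neither criterion met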
Target sequence (Q15084 whole entry, looked up): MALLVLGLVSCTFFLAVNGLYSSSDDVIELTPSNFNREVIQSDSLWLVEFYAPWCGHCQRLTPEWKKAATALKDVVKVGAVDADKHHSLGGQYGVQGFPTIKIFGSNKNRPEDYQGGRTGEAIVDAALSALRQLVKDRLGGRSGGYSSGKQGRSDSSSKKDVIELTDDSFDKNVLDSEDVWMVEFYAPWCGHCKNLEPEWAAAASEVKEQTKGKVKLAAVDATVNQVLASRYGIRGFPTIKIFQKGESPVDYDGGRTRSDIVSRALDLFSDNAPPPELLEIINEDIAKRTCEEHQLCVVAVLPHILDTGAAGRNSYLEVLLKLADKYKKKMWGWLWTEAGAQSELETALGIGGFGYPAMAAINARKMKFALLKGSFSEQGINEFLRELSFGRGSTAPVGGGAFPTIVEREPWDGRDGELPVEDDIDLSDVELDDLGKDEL
* = called active by the depositor; u = inconclusive; x = not tested or not shown. The list is partial; rates above refer to the full screens.

entry	Compound	E-selectin induc	S100A4 inh HTS	Statin myotox sup	PglD inh	SIRT5 inh	DENV2 CPE rescue	ERp5 block
1	C[C@@H]1CN([C@H](C)CO)C(=O)c2cc(NC(=O)C3CCCCC3)ccc2O[C@@H](C)CCCCO[C@@H]1CN(C)C(=O)Nc1cccc2ccccc12	0.4	-2	x	-3	8	6	-3
2	C=C1CCN([C@@H](CC(C)C)C(=O)O)S(=O)(=O)c2ccccc21	0.0	4	2	-3	x	-3	2
3	N#Cc1ccc(/C=C/C(=O)c2ccc3c(c2)OCO3)cc1	0.0	3	x	x	-1	10	u
4	CCn1c(CC(=O)Nc2ccccc2F)nnc1SCC(=O)Nc1nnc(C)s1	0.1	6	-3	-10	x	u	1
5	CCOc1ccc(NC(=O)CCC(=O)NNC(=O)c2cccc([N+](=O)[O-])c2)cc1	0.1	3	x	x	-1	6	4
6	C#Cc1ccc([C@H]2C=C(C(=O)NC3CC3)O[C@@H](OCC)[C@@H]2CCCO)cc1	0.1	3	-1	1	x	2	4
7	COc1cc2c(cc1OC)/C(=C/C(=O)c1cccc([N+](=O)[O-])c1)NCC2	x	-6	-30	-9	-5	-5	1
8	C[C@H](CO)N1C[C@H](C)[C@@H](CN(C)C(=O)Cc2ccccc2)OCCCC[C@H](C)Oc2ccc(NC(=O)C3CCCCC3)cc2C1=O	0.2	x	x	2	x	u	x
9	O=C(CCCC(=O)NCc1ccccc1)NCc1ccccc1	-0.2	x	-2	1	x	x	x
10	CC1(C)N=c2ccc([N+](=O)[O-])c(N)c2=[N+]1[O-]	-0.1	-3	x	x	1	11	2
11	Cc1cccc(C2c3[nH]c4ccccc4c3CCN2C(=O)c2cc(-c3cccn3C)n[nH]2)n1 (configuration not stated)	x	-9	28	-3	-3	-3	4
12	CC[C@@H](C)C(NC(=O)OC(C)(C)C)c1cn([C@@H](CCCCNC(=O)OC(C)(C)C)C(=O)N2CCN(C(=O)OC(C)(C)C)CC2)nn1 (some centres not stated)	1.3	-5	16	7	16*	-7	-3
13	Cc1cc2c(cc1C)-n1nnnc1C(N1CCN(C(=O)OCc3ccccc3)CC1)C(=O)N2 (configuration not stated)	-4.2	-6	x	x	-3	6	4
14	C[C@H](CO)N1C[C@H](C)[C@H](CN(C)CC2CCCCC2)Oc2ccc(NS(C)(=O)=O)cc2C1=O	0.0	0	-9	6	1	15	7
15	Cc1nc2cc(-c3ccc(Cl)cc3)nn2c(C)c1CCC(=O)NC(C)c1ccc2c(c1)OCCO2 (configuration not stated)	-0.2	-3	4	6	5	-1	1
16	COCC(=O)N(C)C[C@@H]1Oc2ncc(C3=CCCC3)cc2C(=O)N([C@@H](C)CO)C[C@@H]1C	-0.2	6	0	-2	-2	-3	-5
17	COc1ccc(/C=C2\Cc3ccccc3C2=O)cc1OC	0.0	-1	20	0	-1	-3	2
18	COc1ccc(C(C)C)cc1S(=O)(=O)NCC1CCCO1 (configuration not stated)	x	-3	17	-7	15*	0	2
19	O=[N+]([O-])c1ccc2oc(C(O)c3cccc(Cl)c3)cc2c1 (configuration not stated)	-0.1	0	3	3	-1	2	1
20	COc1ccc(CN2C(=O)c3cccnc3C2=O)cc1S(=O)(=O)NC1CCCCC1C (configuration not stated)	x	-7	3	-2	0	3	8
21	COc1ccc(CN(C)C[C@H]2OCCCC[C@@H](C)Oc3ccc(NC(=O)c4ccccc4)cc3C(=O)N([C@H](C)CO)C[C@H]2C)cc1	-0.2	2	x	2	6	-15	0
22	CCc1nc2c(OCCOc3ccccc3)cccn2c1N(C)C(=O)c1cccs1	0.0	4	-17	-2	-3	2	6
23	C[C@H](CO)N1C[C@H](C)[C@@H](CN(C)C)Oc2ccc(NC(=O)Nc3ccc(C(F)(F)F)cc3)cc2C1=O	-0.2	-4	12	1	8	-3	-2
24	C[C@@H]1CN([C@@H](C)CO)C(=O)c2cc(C#Cc3ccc(F)cc3)cnc2O[C@H]1CN(C)CC1CCOCC1	-0.2	-5	45	1	1	2	-2
25	O=C(NCC1CCCN1S(=O)(=O)c1cccs1)c1ccc([N+](=O)[O-])cc1 (configuration not stated)	-0.3	-4	2	x	5	u	-3
26	CCNC(=O)[C@@H]1[C@@H](CO)[C@@H]2Cn3c(ccc(/C=C/c4ccccc4)c3=O)[C@H]1N2	0.3	5	23	0	-84	-13	5
27	CCCC#Cc1ccc2c(c1)O[C@H](CN(C)S(C)(=O)=O)[C@@H](C)CN([C@H](C)CO)S2(=O)=O	-0.2	-39	x	0	-2	-11	0
28	Cc1c(C(=O)N(C)C2CCCCC2)sc2ncnc(N3CCN(c4ccccc4)CC3)c12	x	-8	9	1	2	-2	-5
29	COc1ccc([N+](=O)[O-])cc1N(CC(=O)NCc1ccco1)S(C)(=O)=O	x	-3	x	x	1	-1	-1
30	CCc1cc(C(=O)NNC(=O)CCl)sc1C	x	-2	u	-2	-6	6	-3
31	CCN1CCN(CCNC(=O)c2ccc(CS(=O)c3ccc(Cl)cc3)o2)CC1 (configuration not stated)	x	4	-7	1	-1	8	6
32	COc1ccc(NC(=O)N(C)C[C@@H]2Oc3ccc(NC(=O)Cc4cn(C)c5ccccc45)cc3CC(=O)N([C@H](C)CO)C[C@H]2C)cc1	15	-2	36	1	0	2	-8
33	COc1ccc(NC(=O)C2CSC3c4ccccc4C(=O)N23)cc1 (configuration not stated)	2.1	50	-4	-2	x	x	x
34	C[C@@H]1CN([C@@H](C)CO)S(=O)(=O)c2ccc(-c3cccnc3)cc2O[C@@H]1CN(C)Cc1cncnc1	0.6	-2	-7	-1	3	1	-4
35	O=C1c2[nH]c(=O)[nH]c(=O)c2CN1Cc1ccccc1	0.1	3	6	0	-10	-4	3
36	O=C(Nc1cc(Cl)ccc1Cl)N1CCN(C(=O)Nc2cc(Cl)ccc2Cl)CC1	-3.0	x	x	x	-5	-9	x
37	O=[N+]([O-])c1ccc2c3n([n+]([O-])c2c1)CCN=C3c1ccc(Cl)cc1	-0.1	-3	6	0	x	11	3
38	COCC#Cc1ccc([C@@H]2[C@@H](CO)N3C(=O)CN(C(=O)C4CCOCC4)C[C@@H]23)cc1	-0.1	14	x	x	-3	-3	-3
39	C[C@H]1CCCCO[C@@H](CN(C)Cc2ccc(C(=O)O)cc2)[C@@H](C)CN([C@@H](C)CO)C(=O)c2cc(NC(=O)CCC(F)(F)F)ccc2O1	-0.2	5	x	0	-6	-2	-1
40	COc1ccc(C(=O)COC(=O)CNC(=O)c2ccccc2)cc1F	0.3	1	-5	0	3	-1	-3
41	CCCCC(=O)N(C)c1c(CC)nc2c(OCc3cccc(Cl)c3)cccn12	x	-7	-10	3	-1	-3	0
42	O=C1c2cccc(OCC(=O)N3N=C(c4cccs4)CC3c3ccc(F)cc3)c2CCN1Cc1ccccc1 (configuration not stated)	0.1	5	x	0	-7	-2	6
43	O=C(N/N=C/C(Br)=C/c1ccccc1)c1cccnc1	-4.3	2	x	-3	4	-3	-4
44	Cc1cccc(NS(=O)(=O)c2cccc(C(=O)NCCCN3CCOCC3)c2)c1	0.0	-2	-13	x	0	-5	0
45	COc1cc(OC)cc(C(=O)N[C@H](C(=O)OCC(=O)N2CCN(S(=O)(=O)c3ccc(C)cc3)CC2)C(C)C)c1	-1.8	-2	-4	-2	0	-3	-5
46	COc1ccccc1-c1cccc([C@@H]2C[C@H]3[C@H](CON3C)CN2C)c1	-0.7	7	3	0	-1	4	-2
47	Cn1cnc(S(=O)(=O)N2CC[C@@H]3[C@H]2c2cc(C#Cc4ccc(F)cc4)ccc2N[C@@H]3CO)c1	0.1	10	-14	1	2	3	3
48	CCC(C)c1ccccc1N1CC(C(=O)N2CCN(S(=O)(=O)c3ccc(F)cc3)CC2)CC1=O (configuration not stated)	-0.6	4	-8	x	8	0	4
49	CCC(C)C(NC(=O)C(Cc1ccc(O)cc1)NC(=O)OCc1ccccc1)C(=O)OC (configuration not stated)	1.7	5	x	x	x	9	1
50	Cc1cc(C)n(-c2nnc(C)c(=O)[nH]2)n1	0.5	2	0	-2	2	x	-2
51	CCc1cc(=O)oc2c(C)c(OC(C)C(=O)NC3CC(C)(C)NC(C)(C)C3)ccc12 (configuration not stated)	1.0	-4	-17	0	-5	0	3
52	O=C(CCCOc1ccccc1)Nc1nncs1	0.2	x	3	2	x	x	x
53	C[C@H]1CN([C@@H](C)CO)C(=O)c2cc(-c3cccc(F)c3)cnc2O[C@@H]1CN(C)Cc1cccnc1	-0.5	8	7	-1	-7	-7	-3
54	CN(C)C(=O)c1ccc(-c2ccc([C@H]3[C@@H](C#N)N(C(=O)C4CC4)[C@@H]3CO)cc2)cc1	-0.3	-5	-8	-2	1	-8	7
55	CC(C)(C)c1ccc(S(=O)(=O)NCCN2CCOCC2)cc1	-0.1	-12	-7	-8	x	-3	-1
56	CCC(C)c1ccccc1NS(=O)(=O)c1cnn(CC)c1 (configuration not stated)	-0.7	1	0	5	1	5	6
57	Cc1noc(C)c1S(=O)(=O)Nc1ccc2c(c1)C(=O)N([C@H](C)CO)C[C@H](C)[C@@H](CN(C)S(=O)(=O)c1cn(C)cn1)O2	x	-22	x	x	-6	5	1
58	CN1C(=O)c2cc(NS(C)(=O)=O)ccc2OC[C@@H]2O[C@H](CC(=O)NCc3ccc(-c4ccccc4)cc3)CC[C@@H]21	65*	0	5	7	1	0	18
59	COc1ccc(-c2nc(CS(=O)CC(=O)NCC3CCCO3)c(C)o2)cc1 (configuration not stated)	1.3	-2	15	2	-8	2	2
60	O=C(N[C@@H](Cc1ccccc1)C(=O)OCc1ccccc1)c1nc[nH]c1C(=O)N1CCNCC1	0.3	-8	6	-5	-17	10	7

Shown with each value named: 2 of the compounds above
25) O=C(NCC1CCCN1S(=O)(=O)c1cccs1)c1ccc([N+](=O)[O-])cc1 (configuration not stated)
  E-selectin induc: -0.3
  S100A4 inh HTS: -4
  Statin myotox sup: 2
  PglD inh: x
  SIRT5 inh: 5
  DENV2 CPE rescue: u
  ERp5 block: -3
26) CCNC(=O)[C@@H]1[C@@H](CO)[C@@H]2Cn3c(ccc(/C=C/c4ccccc4)c3=O)[C@H]1N2
  E-selectin induc: 0.3
  S100A4 inh HTS: 5
  Statin myotox sup: 23
  PglD inh: 0
  SIRT5 inh: -84
  DENV2 CPE rescue: -13
  ERp5 block: 5

Later entries
entry	Compound	E-selectin induc	S100A4 inh HTS	Statin myotox sup	PglD inh	SIRT5 inh	DENV2 CPE rescue	ERp5 block
61	CCN(C(=O)/C=C/c1ccc(OC)cc1)C1CCS(=O)(=O)C1 (configuration not stated)	-0.2	5	-17	x	5	5	-10
62	Cc1ccc(C)c(SCc2nc3sc(C(=O)O)c(C)c3c(=O)[nH]2)c1	4.0	-6	-3	-2	4	-3	3
63	COc1ccc(-c2nc3ccc(Br)cn3c2Cc2ccsc2)cc1OC	-1.4	-4	1	-6	0	1	2
64	NC(=O)CCN(Cc1ccccc1)S(=O)(=O)c1ccccc1	x	4	12	1	1	x	-2
65	CN1CCC(N(C)C(=S)Nc2ccc(F)cc2)CC1	x	-25	9	-1	0	4	-2
66	CCn1c(=O)c2ccccc2n(CC(=O)NC2CCCCC2)c1=O	x	1	20	-1	0	12	-2
67	O=S(=O)(c1cnccc1N1CCN(CCO)CC1)N1CCCC1	x	5	-1	4	-2	3	-6
68	COc1ccccc1S(=O)(=O)Cc1ccc(C(=O)NCc2ccc(C)cc2)o1	-0.6	-6	x	x	9	-3	7
69	COc1ccc(CN(C)C[C@@H]2OCCCC[C@H](C)Oc3ccc(NC(=O)CCC(F)(F)F)cc3C(=O)N([C@@H](C)CO)C[C@@H]2C)cc1	0.1	1	x	-3	-3	-6	7
70	CCc1noc(C)c1C(=O)NNC(=O)c1ccccc1	-0.1	-2	34	1	-1	-5	1
71	C[C@H]1CN([C@@H](C)CO)C(=O)Cc2cc(NC(=O)Cc3cn(C)c4ccccc34)ccc2O[C@H]1CN(C)C(=O)Nc1cccc2ccccc12	0.1	-7	30	8	1	-7	-1

Source: PubChem
